m5-HT2A agonist: activates the mouse 5-HT2A serotonin receptor | P35363 | CHO-K1 mHTR2A beta-arrestin complementation, luminescence; percent of 30 µM serotonin response | activation, % at 7.6 µM | 360,000 tested, 0.66% active;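 active means activation above a run cutoff, the mean activation of all tested compounds plus 3 SD, cut at about 14% in these data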;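 further: 0% = plate median of compound wells and 100% = 30 µM serotonin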
ABCB6 inh 2: blocks the human ABCB6 transporter; Q9NP58; K562-ABCB6 porphyrin accumulation, flow cytometry, 1 h; hits give low values; fluorescence ratio to DMSO, % at 10 µM; 360,000 tested, 0.19% active; AID 602162;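 active means fluorescence ratio to DMSO below 75%, the collection mean minus 3 SD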;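 further: signal is porphyrin accumulated inside mitochondria; 100% equals median channel fluorescence of DMSO control wells; lower ratio means ABCB6 inhibition with less porphyrin fluorescence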
Target sequence (Q9NP58 whole entry, looked up): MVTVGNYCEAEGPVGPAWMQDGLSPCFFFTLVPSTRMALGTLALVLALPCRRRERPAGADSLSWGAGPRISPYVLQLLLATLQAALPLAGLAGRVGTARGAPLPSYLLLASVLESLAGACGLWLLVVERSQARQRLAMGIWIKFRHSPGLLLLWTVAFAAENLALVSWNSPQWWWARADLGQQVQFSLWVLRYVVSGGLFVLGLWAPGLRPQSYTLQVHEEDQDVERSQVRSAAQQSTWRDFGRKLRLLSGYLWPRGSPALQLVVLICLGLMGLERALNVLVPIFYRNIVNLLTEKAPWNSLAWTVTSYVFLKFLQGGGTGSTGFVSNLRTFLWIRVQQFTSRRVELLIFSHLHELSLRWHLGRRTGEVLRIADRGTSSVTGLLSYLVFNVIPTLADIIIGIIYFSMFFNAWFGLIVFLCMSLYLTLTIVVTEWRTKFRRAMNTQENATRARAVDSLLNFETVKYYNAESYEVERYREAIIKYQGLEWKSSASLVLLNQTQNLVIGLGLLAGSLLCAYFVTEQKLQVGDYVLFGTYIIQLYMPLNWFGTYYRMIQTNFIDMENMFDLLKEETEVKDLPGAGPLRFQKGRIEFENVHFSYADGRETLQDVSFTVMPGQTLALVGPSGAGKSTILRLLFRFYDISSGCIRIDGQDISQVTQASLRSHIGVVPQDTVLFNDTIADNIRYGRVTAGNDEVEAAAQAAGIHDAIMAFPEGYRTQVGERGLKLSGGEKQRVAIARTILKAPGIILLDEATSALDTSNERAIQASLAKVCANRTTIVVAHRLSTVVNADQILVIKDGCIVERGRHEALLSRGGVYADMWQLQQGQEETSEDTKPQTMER
MC4R antagonist: antagonists of human melanocortin 4 receptor (MC4R); MC4R-expressing cells, MTII-stimulated cAMP, LANCE TR-FRET; inhibition, % at 6.5 µM; 360,000 tested, 0.48% active; AID 540295;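 active means inhibition above its plate's cutoff, the mean of tested wells on that plate plus 3 SD, cut at about 29% in these data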;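 further: 0% = Melanotan II alone and 100% = Melanotan II plus saturating MCL0020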
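Material: U2OS-MC4R stable cell line | Reagent: Melanotan II challenge after compound preincubation | Doses: One concentration, 6.5 µM nominal | Incubation: 30-min compound preincubation, 1-h Melanotan II challenge, 1-h detection, room temperature | Signal: TR-FRET cAMP assay | Replicates: One well per compound, no replicates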
MC4R barr agon: human MC4R agonism via beta-arrestin; P32245; U2OS MC4R beta-arrestin complementation, luminescence; percent of melanotan II response, DMSO zero; activation, % at 8.9 µM; 360,000 tested, 0.98% active; AID 540308;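 active means activation above a per-plate cutoff, the mean activation of sample wells on that plate plus 3 SD, cut at about 8% in these data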
aDG glyco up: alpha-DG glycosylation activation; Pro5-aDG cells, alpha-DG glycosylation AlphaScreen (IIH6); 0% Pro5, 100% B10-LARGE cell signal; activation, % at 10 µM; 360,000 tested, 0.22% active; AID 624168;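 active means activation of at least 8% versus controls, or a plate z-score of at least 8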;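 further: Pro5 are CHO cells carrying HIG-tagged alpha-DG that lacks glycosylation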
CaV13 FRET inh: Disruptors of the CACNA1D IQ motif to Ca2+-dependent inactivation inhibitor domain association, primary screening, Förster resonance energy transfer in intact living … | AID 743397 | HEK cells, CFP/YFP FRET ICDI-IQ, plate reader, 10 min; percent FRET-ratio fall versus neutral wells | 340,000 tested, 0.098% active | inhibition, % at 12.3 µM;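 active means mean replicate inhibition of at least 30% and at least 1% of replicates passing that level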;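 further: 0% = median of the neutral control wells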
H9c2 protect: modulators protecting cardiomyocytes from myocardial damage; H9c2 cardiomyocytes, H2O2 injury protection, ATPLite, 2 h; protection from H2O2 cell death, % at 20 µM; 360,000 tested, 0.63% active;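 active means compounds giving at least 50% protection of heart cells from peroxide-induced death in the single-dose screen, raw or plate-pattern-corrected value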;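 further: 0% = DMSO wells with peroxide and 100% = DMSO wells without peroxide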
N-glyco inh: blocks N-linked glycosylation in D54 reporter cells; D54 ERlucT glycosylation luciferase reporter, 24 h; percent of 100 nM tunicamycin response; reporter increase, % at 12.5 µM; 360,000 tested, 0.23% active;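 active means mean luciferase reporter signal, scaled so untreated is 0 and the glycosylation-blocking control 100, at or above a set limit in every replicate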;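 further: luciferase carries N-glycosylation sites so blocking glycosylation raises the light; 0% = median of neutral control wells and 100% = median of 100 nM tunicamycin wells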
PDI inh: blocks human protein disulfide isomerase activity | 350,000 tested, 0.052% active | inhibition, % at 10 µM | P07237 | PDI insulin aggregation turbidity, A650, 90 min;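 active means mean inhibition across replicates of 30% or more, whatever share of single replicates reach that level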;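 further: absorbance from insulin aggregation driven by PDI reduction with DTT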
Vif inh: HIV Vif inhibition; 340,000 tested, 0.35% active; HEK293T cells, Vif self-association by quenched fluorescence, imaging, 24 h; inhibition, % at 7.49 µM; in the data active means inhibition above about 50%, passing the limit was not always enough; further: some results filed as inactive read as strong as hits
* hit, by the source's call.

For COc1cc(OC)cc(C(=O)Nn2cc(C(=O)N3CCN(C)CC3)c3ccccc3c2=O)c1 the results were m5-HT2A agonist 1, ABCB6 inh 2 90, MC4R antagonist 8, MC4R barr agon -1.6, aDG glyco up -0.2, CaV13 FRET inh -4, H9c2 protect 1, N-glyco inh 2, PDI inh 11 and Vif inh 2.
`CC(=O)N1c2ccccc2C(CBr)=CC1(C)C` gave m5-HT2A agonist -3, ABCB6 inh 2 103, MC4R antagonist 3, MC4R barr agon -2.3, aDG glyco up -0.1, CaV13 FRET inh -14, H9c2 protect 9, N-glyco inh 0, PDI inh -22 and Vif inh -6.
Screening CCCOP(=O)(OCCC)c1nc(-c2ccccc2)oc1NCc1ccccc1 returned m5-HT2A agonist 0, ABCB6 inh 2 101, MC4R antagonist 0, MC4R barr agon 3.8, aDG glyco up -0.2, CaV13 FRET inh 8, H9c2 protect -1, N-glyco inh -8, PDI inh 0 and Vif inh 6.
COc1cccc(C2Nc3ccccc3C(=O)N2c2ccc(F)cc2)c1O (stereo not drawn) was read as m5-HT2A agonist -3, ABCB6 inh 2 97, MC4R antagonist 4, MC4R barr agon -1.6, aDG glyco up 0.1, CaV13 FRET inh -4, H9c2 protect 24, N-glyco inh -1 and PDI inh -9.
For O=C(CCNC(=O)c1ccc(Br)cc1)NCc1ccncc1 the results were m5-HT2A agonist -1, ABCB6 inh 2 106, MC4R antagonist 6, MC4R barr agon -1.4, aDG glyco up 0.0, CaV13 FRET inh -4, H9c2 protect -3, N-glyco inh 2 and PDI inh 6.
`CN(C)CCCNc1nc2cc(-c3ccccc3CO)sc2c(=O)n1C` gave m5-HT2A agonist 5, ABCB6 inh 2 102, MC4R antagonist 0, MC4R barr agon -1.6, aDG glyco up -0.3, CaV13 FRET inh -5, H9c2 protect 2, N-glyco inh 0, PDI inh 5 and Vif inh 21.
For O=C(c1cccc(C(F)(F)F)c1)N1CCOc2ccccc21 the results were m5-HT2A agonist 2, ABCB6 inh 2 98, MC4R antagonist 4, MC4R barr agon 2.5, aDG glyco up 0.2, CaV13 FRET inh -4, H9c2 protect -8, N-glyco inh -1, PDI inh -11 and Vif inh -10.
`O=C(CCCN1C(=O)c2cccc3cccc(c23)C1=O)N1CCN(c2ccccn2)CC1` gave m5-HT2A agonist 9, ABCB6 inh 2 92, MC4R antagonist 0, MC4R barr agon 0.3, aDG glyco up 0.1, CaV13 FRET inh -5, H9c2 protect 10, N-glyco inh 1, PDI inh -1 and Vif inh -6.
COc1ccc(S(=O)(=O)N2CCN(c3ncccn3)CC2)cc1 was read as m5-HT2A agonist 4, ABCB6 inh 2 95, MC4R antagonist 1, MC4R barr agon -0.3, aDG glyco up -0.1, CaV13 FRET inh -4, H9c2 protect 0, N-glyco inh -1, PDI inh -1 and Vif inh 0.
Screening O=C(Nc1nnc(-c2ccccc2)s1)c1cccc(S(=O)(=O)N2CCOCC2)c1 returned m5-HT2A agonist 1, ABCB6 inh 2 92, MC4R antagonist -1, MC4R barr agon -1.8, aDG glyco up -0.1, H9c2 protect 4, N-glyco inh 1, PDI inh -5 and Vif inh -5.
Screening C/C(=N\NC(=O)c1ccc(Br)cc1)c1cccnc1 returned m5-HT2A agonist -13, ABCB6 inh 2 97, MC4R antagonist 2, MC4R barr agon -0.2, aDG glyco up -0.2, CaV13 FRET inh -6, H9c2 protect -8, N-glyco inh 1, PDI inh -3 and Vif inh 1.
For COc1ccc(Cl)cc1C(=O)NCC(=O)OCc1ccccc1 the results were m5-HT2A agonist -4, ABCB6 inh 2 102, MC4R antagonist 14, MC4R barr agon -4.0, aDG glyco up -0.1, CaV13 FRET inh -7, H9c2 protect 0, N-glyco inh 0, PDI inh 1 and Vif inh 4.
For CCOC(=O)CSc1nc(C(C)C)nc2ccccc12 the results were m5-HT2A agonist 2, ABCB6 inh 2 96, MC4R antagonist -3, MC4R barr agon -0.8, aDG glyco up -0.1, CaV13 FRET inh -5, H9c2 protect 0, N-glyco inh 0, PDI inh 3 and Vif inh 15.
Nc1cc(=O)[nH]c(SCC(=O)Nc2cccc(Cl)c2)n1 was read as m5-HT2A agonist 1, ABCB6 inh 2 95, MC4R antagonist -1, MC4R barr agon -0.3, aDG glyco up 0.0, H9c2 protect 2, N-glyco inh 0, PDI inh -6 and Vif inh -2.
For CCOc1cccc(OCCOCCn2cnc3ccccc3c2=O)c1 the results were m5-HT2A agonist 2, ABCB6 inh 2 89, MC4R antagonist -4, MC4R barr agon -0.2, aDG glyco up 1.0, CaV13 FRET inh -3, H9c2 protect -2, N-glyco inh 2, PDI inh -2 and Vif inh -1.
COc1cc(C(=O)OCC(=O)NCCC2=CCCCC2)cc(OC)c1OC was read as m5-HT2A agonist -5, ABCB6 inh 2 94, MC4R antagonist -3, MC4R barr agon -4.0, aDG glyco up 1.7, H9c2 protect -4, N-glyco inh 4, PDI inh -2 and Vif inh 6.
Screening CCOC(=O)C(NCc1ccccc1)(NC(=O)c1ccccc1)C(F)(F)F (stereo not drawn) returned m5-HT2A agonist 0, ABCB6 inh 2 113, MC4R antagonist 14, MC4R barr agon -1.2, aDG glyco up 0.1, CaV13 FRET inh -5, H9c2 protect -2, N-glyco inh 0 and PDI inh 2.
CCOc1ccc(NC(=O)COc2ccc(C(=O)NCC3CCCO3)cc2OC)cc1 (stereo not drawn) was read as m5-HT2A agonist -4, ABCB6 inh 2 102, MC4R antagonist 3, MC4R barr agon -0.3, aDG glyco up -0.1, CaV13 FRET inh -3, H9c2 protect -1, N-glyco inh 1, PDI inh 11 and Vif inh 0.
Screening CC(NC(=O)C(=O)N/N=C\c1ccc([N+](=O)[O-])cc1)c1ccccc1 (stereo not drawn) returned m5-HT2A agonist 11, ABCB6 inh 2 97, MC4R antagonist 11, MC4R barr agon -2.3, aDG glyco up 0.6, CaV13 FRET inh -2, H9c2 protect 2, N-glyco inh 0, PDI inh 2 and Vif inh 10.
Screening Cn1c2c(c(=O)n(C)c1=O)CN(Cc1ccccc1)CN2 returned m5-HT2A agonist 7, ABCB6 inh 2 97, aDG glyco up -0.3, CaV13 FRET inh -14, H9c2 protect 6 and N-glyco inh 0.
`Cc1ccc([C@@H]2CC=C(C(=O)O)[C@H](c3ccc(Cl)cc3)N2S(=O)(=O)c2ccccc2C)cc1` gave m5-HT2A agonist -1, ABCB6 inh 2 99, MC4R antagonist 0, MC4R barr agon -0.5, aDG glyco up 0.1, CaV13 FRET inh -6, H9c2 protect 3, N-glyco inh -1 and PDI inh 0.
For O=c1c2[nH]cnc2n(-c2ccccc2)c(=O)n1Cc1ccccc1 the results were m5-HT2A agonist -12, ABCB6 inh 2 102, MC4R antagonist -11, MC4R barr agon -1.7, aDG glyco up 0.0, CaV13 FRET inh -18, H9c2 protect 8, N-glyco inh 4, PDI inh -3 and Vif inh 5.
For CC(C)(CC(=O)O)CC(=O)O the results were m5-HT2A agonist 1, ABCB6 inh 2 95, MC4R antagonist -2, MC4R barr agon -0.7, aDG glyco up 0.2, CaV13 FRET inh -10, H9c2 protect 0, N-glyco inh 2, PDI inh -50 and Vif inh 3.
COC(=O)C(C)n1nc(C)n(-c2ccc(C)cc2)c1=O (stereo not drawn) was read as m5-HT2A agonist -2, ABCB6 inh 2 88, MC4R antagonist -4, MC4R barr agon -1.8, aDG glyco up 0.0, CaV13 FRET inh -5, H9c2 protect 2, N-glyco inh 1, PDI inh 5 and Vif inh -4.

Looked up by structure from above (two):
Nc1cc(=O)[nH]c(SCC(=O)Nc2cccc(Cl)c2)n1 was read as m5-HT2A agonist 1, ABCB6 inh 2 95, MC4R antagonist -1, MC4R barr agon -0.3, aDG glyco up 0.0, H9c2 protect 2, N-glyco inh 0, PDI inh -6 and Vif inh -2.
COc1ccc(S(=O)(=O)N2CCN(c3ncccn3)CC2)cc1 was read as m5-HT2A agonist 4, ABCB6 inh 2 95, MC4R antagonist 1, MC4R barr agon -0.3, aDG glyco up -0.1, CaV13 FRET inh -4, H9c2 protect 0, N-glyco inh -1, PDI inh -1 and Vif inh 0.

(more compounds)
COC(=O)/C(=C/c1cccc([N+](=O)[O-])c1)NC(=O)c1ccc(OC)cc1 was read as m5-HT2A agonist 1, ABCB6 inh 2 96, MC4R antagonist 0, MC4R barr agon -0.7, aDG glyco up -0.1, CaV13 FRET inh -3, H9c2 protect 2, N-glyco inh 2, PDI inh 0 and Vif inh -1.
`CC(=O)c1cc(C#N)c(SCC(=O)OC(C)(C)C)nc1C` gave m5-HT2A agonist 1, ABCB6 inh 2 95, MC4R antagonist 0, MC4R barr agon -1.4, aDG glyco up 0.3, CaV13 FRET inh -7, H9c2 protect 7, N-glyco inh 0 and PDI inh 2.
Screening COc1ccc(C(CNC(=O)CCNC(=O)c2ccccc2Cl)N2CCCC2)cc1 (stereo not drawn) returned m5-HT2A agonist 2, ABCB6 inh 2 98, MC4R antagonist 9, MC4R barr agon 0.7, aDG glyco up -0.2, CaV13 FRET inh -3, H9c2 protect 0, N-glyco inh 0 and PDI inh 4.
`CCCCN(C(=O)NCCCCCCNC(=O)N(CCCC)C1CCS(=O)(=O)C1)C1CCS(=O)(=O)C1` (stereo not drawn) gave m5-HT2A agonist 4, ABCB6 inh 2 100, MC4R antagonist -5, MC4R barr agon 0.9, aDG glyco up 0.2, CaV13 FRET inh -2, H9c2 protect -1, N-glyco inh -2, PDI inh -1 and Vif inh 0.
Screening CCOC(=O)CNC(=O)N1CCc2ccc(NC(=O)c3ccccc3Cl)cc2C1 returned m5-HT2A agonist 2, ABCB6 inh 2 98, MC4R antagonist -19, MC4R barr agon -1.2, aDG glyco up 0.0, CaV13 FRET inh -5, H9c2 protect -2, N-glyco inh 8, PDI inh -5 and Vif inh 9.
`Cn1c(=O)c2c(nc(NN=C3CCCCC3)n2C)n(C)c1=O` gave m5-HT2A agonist 1, ABCB6 inh 2 101, MC4R antagonist 10, MC4R barr agon 0.1, aDG glyco up 0.8, CaV13 FRET inh -7, H9c2 protect -1, N-glyco inh 0, PDI inh -1 and Vif inh -2.
CC(=O)C1=C(O)C(=O)N(C)C1c1ccccc1F (stereo not drawn) was read as m5-HT2A agonist 2, ABCB6 inh 2 114, MC4R antagonist -5, MC4R barr agon -2.1, aDG glyco up -0.4, CaV13 FRET inh -5, H9c2 protect 0, N-glyco inh 0, PDI inh -20 and Vif inh 6.
For COC(=O)c1cc(=O)nc2sc3cc(OC)ccc3n12 the results were m5-HT2A agonist -1, ABCB6 inh 2 98, MC4R antagonist -4, MC4R barr agon -0.7, aDG glyco up -0.2, CaV13 FRET inh -6, H9c2 protect 9, N-glyco inh 3, PDI inh 6 and Vif inh -7.
O=C(Nc1cccc(-c2ccc(N3CCOCC3)nn2)c1)c1ccccc1Cl was read as m5-HT2A agonist -5, ABCB6 inh 2 99, MC4R antagonist 10, MC4R barr agon -5.2, aDG glyco up 0.3, CaV13 FRET inh -2, H9c2 protect -10, N-glyco inh -7, PDI inh 1 and Vif inh 11.

No enrichment for hits; overall some 3.6% were active at least once.
